Screens as filed in PubChem.
XIAP displacement = XIAP antagonists, biochemical, IAP family, fluorescence polarization (AID 1018); 0.007% of 200,000 active; XIAP BIR domain, fluorescence polarization peptide displacement; higher % means a stronger effect; E3 ubiquitin-protein ligase XIAP (Homo sapiens); displacement, % at 20 µM, or IC50 in µM where a hit was titrated; in the data active means displacement above about 50%; further: a part of the inactive calls stands beside numbers as strong as those of hits
M17LAP inhibition = P. falciparum M17LAP inhibitors, primary screen, biochemical, fluorogenic H-Leu-NHMec substrate, 1536-well (AID 1619); Leucine aminopeptidase (Plasmodium falciparum (isolate 3D7)); recombinant M17LAP, H-Leu-NHMec fluorogenic kinetic assay; higher % means a stronger effect; inhibition, % at 30 µM, or IC50 in µM where a hit was titrated; 0.38% of 220,000 active;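 active means compound inhibiting the enzyme by more than half at any dose during confirmatory dose-response retesting; inconclusive means strong single-dose inhibitors picked by rank but not retested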;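 further: plate controls were full reaction with DMSO carrier for no effect and no enzyme background for full effect; strong numbers were not always called active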
M1AAP inhibition = P. falciparum M1AAP inhibitors, biochemical, fluorogenic H-Leu-NHMec substrate, 1536-well (AID 1445); Aminopeptidase N (Plasmodium falciparum (isolate 3D7)); recombinant M1AAP, H-Leu-NHMec fluorogenic kinetic assay; higher % means a stronger effect; one-dose inhibition, % at 30 µM; IC50 in µM for titrated hits; 0.42% of 220,000 active;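 active means primary inhibition above the hit cutoff, then over 50% inhibition at one or more dose response concentrations, cut at about 23% in these data, passing the limit was not always enough; inconclusive means conflicting primary data, or primary hits not chosen for dose response; inactive means low primary inhibition, or under 50% at every dose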;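 further: plate controls were DMSO full reaction for no effect and no enzyme background for full effect; strong numbers were not always called active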
Siah-1 displacement = Siah-1 peptide-binding antagonists, primary screen, biochemical, fluorescence polarization, rhodamine-plectin, uHTS (AID 1817). 0.02% of 290,000 active. Siah-1 / rhodamine-plectin peptide fluorescence polarization; higher % means a stronger effect. one-dose displacement, % at 20 µM; IC50 in µM for titrated hits;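 active means displacement of at least 50% at 20 µM, with a fluorescence ratio check between 0.3 and a set limit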;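 further: plate controls were Siah plus tracer with DMSO for no effect and tracer alone without Siah for full effect; strong numbers were not always called active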
human PMI inhibitors = human PMI inhibitors, high substrate, primary screen, biochemical, fluorescence intensity, high mannose 6-phosphate (AID 1220) | Mannose-6-phosphate isomerase (Homo sapiens) | one-dose inhibition, % at 20 µM; IC50 in µM for titrated hits | recombinant PMI enzyme, coupled fluorescence intensity; higher % means a stronger effect | 0.66% of 190,000 active; in the data active means inhibition above about 50%
CSM14.1 death rescue = rescue of cells from ER stress-induced death, primary screen, 384-well, CSM14.1, thapsigargin, ATP luminescence (AID 1222) | CSM14.1 thapsigargin-induced death rescue, ATP luminescence; higher % means a stronger effect | cellular ATP content (survival), % at 20 µM, or EC50 in µM where a hit was titrated | 190,000 tested, under 10 active;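 active means EC50 below 50 µM in the dose-response confirmation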;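 further: death triggered by thapsigargin at about 15 µM added after 2 h compound pretreatment; cell ATP read after overnight thapsigargin exposure of roughly 18 to 22 hours; normalized against plate controls of thapsigargin alone and 5% DMSO vehicle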
Yfh1-off respiration = enhancers of respiration in Yfh1-depleted yeast, dose response, Friedreich's ataxia, plus single-dose screen (AID 1465) | S. cerevisiae Yfh1-off respiration, WST-1 reduction, 72 h; higher fold induction means a stronger effect | fold induction at 50 µM; hits with a dose series show EC50 in µM | 0.074% of 220,000 active;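 active means fold induction of absorbance versus untreated yeast above a set limit, then at least 30% activation at any dose in follow-up; inconclusive means repeats straddling the limit, or above it without dose testing; inactive means fold induction below the set limit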;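 further: activators that raise dye reduction in frataxin-depleted yeast; strong numbers were not always called active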
PhoP inhibition = inhibitors of PhoP regulon expression, primary screen, Salmonella Typhimurium, GFP reporter (AID 1863). S. Typhimurium PhoP-regulated promoter GFP reporter, 4 h; higher % means a stronger effect. 0.16% of 300,000 active. one-dose inhibition, % at 50 µM; IC50 in µM for titrated hits;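 active means inhibition over 29.93%, a cutoff 3 SD above the screen mean, later confirmed by dose response; inconclusive means inhibition over 29.93% but no dose response follow-up; inactive means inhibition at most 29.93% or unconfirmed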;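 further: 0% = low Mg2+ inducing control and 100% = high Mg2+ repressing control; strong numbers were not always called active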
West Nile virus CPE = West Nile virus antiviral activity, cell-based, CPE readout (AID 1621). 0.02% of 290,000 active. West Nile virus-infected cells, CPE inhibition; higher % means a stronger effect. one-dose CPE inhibition, % at 10 µM; IC50 in µM for titrated hits; in the data active means a potency from the dose series; inconclusive means CPE inhibition mostly from about 3.7% at the one dose, without a potency; inactive means the rest, 99 in 100 with CPE inhibition below about 2.2%; further: strong numbers were not always called active
Numbers without * were called inactive; i = inactive; ? = inconclusive; · = no result given.

SMILES	XIAP displacement	M17LAP inhibition	M1AAP inhibition	Siah-1 displacement	human PMI inhibitors	CSM14.1 death rescue	Yfh1-off respiration	PhoP inhibition	West Nile virus CPE
Cc1ccc(Nc2nc3nonc3[nH]c2=O)cc1Cl	-6.3%	6%	8%	5%	-9%	-1.8%	i	-4%	-1.6%
Cc1cc(NC(=O)CSc2nnc(NC(=O)C3CC(=O)N(c4ccccc4C)C3)s2)no1 (stereo unspecified)	-1.8%	-2%	2%	2%	-18%	2.2%	i	-5%	0.0%
CCC1CCCCN1CCCNC(=O)C1CCC(=O)N1Cc1ccc(C)cc1 (stereo unspecified)	-12%	10%	0%	0%	10%	-1.1%	i	2%	0.0%
CCC(C)(C(=O)NC1CCCC1)N(Cc1cccs1)C(=O)Cc1cccs1 (stereo unspecified)	-6.7%	2%	-2%	-1%	-9%	-0.9%	i	3%	-0.4%
Cc1ccc(-c2nc(NCc3ccco3)n(C(=O)c3ccco3)n2)cc1	-1.6%	-2%	8%	12%	0%	-3.4%	i	4%	-0.1%
CC(=O)Nc1ccc(C2(O)COc3ccccc3O2)cc1 (stereo unspecified)	-1.7%	2%	-3%	4%	-2%	1.2%	i	8%	0.5%
COc1cccc(NC(=O)NCCc2ccc(Cl)cc2)c1	-2.8%	-5%	7%	4%	5%	-0.9%	i	-5%	-0.2%
Cc1ccc(S(=O)(=O)N/N=C/c2cc(Br)c(C)o2)cc1	-7.0%	13%	2%	-2%	-6%	-1.2%	i	-6%	0.5%
COc1ccc([N+](=O)[O-])cc1NC(=S)NC(NC(=O)Cc1ccc(OC)c(OC)c1)C(Cl)(Cl)Cl (stereo unspecified)	-0.8%	3%	10%	2%	14%	0.9%	i	2%	1.0%
OCCC1CN(Cc2cccn2-c2ncccn2)CCN1C1CCCC1 (stereo unspecified)	-4.6%	4%	-2%	-4%	3%	-0.6%	i	0%	0.0%
C/C(CC(=O)Nc1ccc(Cl)c(Cl)c1)=N\NC(=O)Cc1ccccc1	-4.5%	12%	6%	8%	-6%	-1.3%	i	-4%	-0.8%
O=C(O)c1cnc2ccccc2n1	-0.9%	3%	0%	4%	-8%	1.3%	i	-11%	0.1%
Nc1nc2n(n1)C(c1ccc(Cl)cc1)CC(c1ccc(F)cc1)N2 (stereo unspecified)	-4.4%	5%	2%	4%	7%	·	i	0%	0.4%
COc1ccc(/C(N)=N/OC(=O)/C=C/c2ccccc2)cc1	-6.5%	0%	3%	-6%	2%	-1.7%	i	-7%	-0.6%
Cc1cc(NC(=S)Nc2ccc(C)c(Cl)c2)n[nH]1	-4.7%	7%	15%	-3%	36%	1.1%	i	-4%	-0.8%

Profiles as entered above.
O=C(O)c1cnc2ccccc2n1 is entered as XIAP displacement = -0.9%; M17LAP inhibition = 3%; M1AAP inhibition = 0%; Siah-1 displacement = 4%; human PMI inhibitors = -8%; CSM14.1 death rescue = 1.3%; Yfh1-off respiration = i; PhoP inhibition = -11%; West Nile virus CPE = 0.1%
CCC(C)(C(=O)NC1CCCC1)N(Cc1cccs1)C(=O)Cc1cccs1 (stereo unspecified) is entered as XIAP displacement = -6.7%; M17LAP inhibition = 2%; M1AAP inhibition = -2%; Siah-1 displacement = -1%; human PMI inhibitors = -9%; CSM14.1 death rescue = -0.9%; Yfh1-off respiration = i; PhoP inhibition = 3%; West Nile virus CPE = -0.4%

(more compounds)
SMILES	XIAP displacement	M17LAP inhibition	M1AAP inhibition	Siah-1 displacement	human PMI inhibitors	CSM14.1 death rescue	Yfh1-off respiration	PhoP inhibition	West Nile virus CPE
O=C1C(Cl)=C(Nc2ccc3cn[nH]c3c2)C(=O)c2ccccc21	·	0%	-6%	53%	·	·	?	0%	-0.8%
CCC(=O)Oc1ccc(C(=O)Nc2ccc([N+](=O)[O-])cc2)cc1	-6.9%	0%	3%	-5%	-3%	-2.1%	i	0%	0.2%
COc1ccc(C2N(C(=O)CN3CCOCC3)CCN2S(=O)(=O)c2ccccc2)cc1 (stereo unspecified)	-5.6%	-1%	2%	-1%	4%	-1.1%	i	5%	-0.4%
O=C(N1CCCCC1)N1CCN(C(c2ccccc2)c2ccccc2)CC1	-5.4%	-1%	-2%	0%	-5%	-1.3%	i	9%	-0.3%
COc1ccc(NS(=O)(=O)c2cc(NC(=O)c3cccnc3Cl)ccc2N2CCCC2)cc1	·	12%	5%	0%	·	·	i	-6%	-0.6%
O=C1N/C(=N/O)S/C1=C/c1cccc([N+](=O)[O-])c1	-6.4%	5%	14%	15%	1%	-2.2%	i	3%	1.1%
O=C(O)c1cccc(S(=O)(=O)NCCc2ccccc2)c1	-3.4%	6%	2%	17%	8%	1.2%	i	3%	0.2%
O=C(O)c1cnn(-c2nc(-c3ccc(F)cc3)cs2)c1C(F)(F)F	8.9%	6%	3%	18%	-2%	1.1%	i	-1%	0.2%
O=C(O)CSc1nccn1-c1cccc(Cl)c1	-2.9%	6%	13%	4%	-2%	-0.6%	i	2%	-0.1%
CC1(C)OC(=O)C(=NNc2ccc(O)cc2)C(=O)O1	-6.2%	4%	10%	-2%	7%	-2.3%	i	5%	-0.2%
O=C(c1cccnc1)N1CCC(Oc2ccc(C(=O)N3CCCCO3)cc2)CC1	-3.6%	-5%	10%	7%	5%	1.0%	i	0%	-0.3%
CCC(CC)C1C(C#N)=C(N)SC(N)=C1C#N	-3.5%	11%	9%	8%	46%	1.6%	i	-5%	0.9%
ClC(Cl)c1nnc(-c2ccccc2)c(-c2c[nH]c3ccccc23)n1	-3.1%	2%	1%	0%	-29%	3.0%	i	6%	0.2%
CC(=O)N(C)c1nnc(-c2cnccn2)s1	2.1%	-3%	5%	2%	-5%	0.5%	·	0%	·
N#CCCN(CCC#N)S(=O)(=O)c1ccc(C(=O)Nc2nnc(C3=COCCO3)o2)cc1	-4.5%	17%	2%	2%	-8%	-1.4%	i	16%	0.6%
CCCCN(C(=S)Nc1ccccc1)C1CCS(=O)(=O)C1 (stereo unspecified)	1.0%	4%	-3%	4%	2%	-0.7%	i	2%	0.2%
COC(=O)c1c(NC(=O)c2nc3ccccc3s2)sc2c1CCN(C(C)=O)C2	-6.5%	-11%	?	4%	22%	1.3%	i	-9%	0.3%
CN1OC(COC(=O)c2ccccc2)CC1c1ccccc1 (stereo unspecified)	-5.3%	6%	4%	2%	-8%	-1.3%	i	-5%	-0.1%
COc1ccc(N2CCN(C(=O)c3ccc4nc(N5CCCCC5)sc4c3)CC2)cc1	-9.9%	-2%	12%	-4%	20%	·	i	0%	-0.6%
O=C(CCN1C(=O)c2ccncc2C1=O)Nc1cc(F)ccc1F	-5.5%	5%	-3%	10%	-16%	0.0%	i	-7%	0.2%
CC(C)CNC(=S)NC(=O)c1ccc(F)cc1	-12%	2%	5%	1%	-1%	6.1%	i	0%	-1.3%
CC(C)CNS(=O)(=O)c1cc(C(=O)N2CCOCC2)c(Cl)cc1Cl	-3.0%	7%	8%	0%	-8%	-1.3%	i	-1%	-0.4%
COc1ccc(CCN2CC(C(=O)Nc3cccc(C(C)=O)c3)CC2=O)cc1OC (stereo unspecified)	-9.2%	0%	-3%	0%	7%	16%	i	-8%	-0.6%
COc1ccc(S(=O)(=O)n2nc(OC(=O)C3CCCCC3)cc2N)cc1	0.7%	0%	6%	-3%	4%	-2.4%	i	0%	-0.1%
Cc1cccc(C)c1NC(=S)NCc1ccccc1	-3.9%	12%	13%	-3%	·	1.2%	i	-5%	0.7%
CCOc1ccc(N(C(C)C(=O)N/N=C(\C)c2cccc(NC(=O)c3ccccc3)c2)S(C)(=O)=O)cc1 (stereo unspecified)	-1.3%	-1%	0%	2%	5%	1.4%	i	7%	-0.1%
Cc1nnc(NC2CCCCC2)[nH]c1=O	-6.4%	6%	21%	4%	8%	·	i	-10%	-1.2%
CN(C)c1ccc(C(=S)NC2CCCCC2)cc1	-7.3%	-1%	11%	-3%	9%	-1.2%	i	-2%	0.3%
O=c1cc(-c2cccc([N+](=O)[O-])c2)[nH][nH]1	-6.7%	7µM*	0%	4%	24%	-0.9%	i	9%	0.9%
Cc1cccc(-n2c(N)cc(=O)nc2SCC(=O)Nc2ccccc2)c1	-8.3%	1%	-1%	1%	-4%	-0.9%	i	7%	0.0%
CCOC(=O)C1CCCN(C(=O)c2cc(Nc3ccc(OC)cc3OC)nc3ccccc23)C1 (stereo unspecified)	-1.7%	-1%	4%	-7%	2%	0.7%	i	-9%	0.6%
CC(C)(C)c1ccc(-c2n[nH]c(=S)n2CCCN2CCOCC2)cc1	-2.0%	6%	5%	-2%	11%	3.5%	i	2%	-0.1%
COC(=O)C1=C(NC(C)=O)CCS1	-0.1%	8%	0%	-2%	-6%	-1.7%	i	6%	0.3%
CN(C)S(=O)(=O)c1ccc(C(=O)Nc2ccc(S(=O)(=O)NC3=NCCCCC3)cc2)cc1	-5.5%	7%	-3%	-6%	4%	-2.2%	i	14%	-0.4%
Cc1onc(-c2c(F)cccc2Cl)c1C(=O)NC(=S)Nc1c(C)n(C)n(-c2ccccc2)c1=O	-2.5%	-1%	-1%	0%	-3%	-1.3%	i	1%	-0.6%
O=C(NCc1cccs1)C1CCC(=O)N1C1CCCCC1 (stereo unspecified)	-5.5%	13%	6%	3%	3%	1.6%	i	-8%	-0.3%
CC1(C)CC(Cc2nc(=S)[nH][nH]2)C(=O)O1 (stereo unspecified)	-8.2%	-5%	-5%	0%	-15%	1.0%	i	0%	0.0%
Cc1ccc(NC(=O)NC(=O)CSc2nnnn2C)c(C)c1	-1.4%	-6%	8%	0%	-2%	6.0%	i	-6%	0.1%
CCCCn1nnnc1SCC(=O)Nc1ccc2c(c1)OCCO2	-2.2%	14%	12%	-3%	16%	1.5%	i	8%	0.3%
CCOC(=O)c1ccc(NC(=O)CN2CCN(c3ccccc3)CC2)cc1	-1.6%	10%	2%	-3%	7%	·	i	0%	0.2%

Copied from the list:
Siah-1 displacement with CC1(C)CC(Cc2nc(=S)[nH][nH]2)C(=O)O1 (stereo unspecified) : 0%
Siah-1 displacement with O=C(NCc1cccs1)C1CCC(=O)N1C1CCCCC1 (stereo unspecified) : 3%
M17LAP inhibition with CC(C)(C)c1ccc(-c2n[nH]c(=S)n2CCCN2CCOCC2)cc1 : 6%
human PMI inhibitors with COC(=O)C1=C(NC(C)=O)CCS1 : -6%
PhoP inhibition with CCOC(=O)c1ccc(NC(=O)CN2CCN(c3ccccc3)CC2)cc1 : 0%
PhoP inhibition with CCOC(=O)C1CCCN(C(=O)c2cc(Nc3ccc(OC)cc3OC)nc3ccccc23)C1 (stereo unspecified) : -9%

Rows were taken by chance. About 1.6% of those tested had a hit in this group.
